Assay outcomes deposited in PubChem by Broad Institute.
RAD54 branch: inhibitors of human RAD54 branch migration; Q92698; RAD54 Holliday junction branch migration, FAM/BHQ fluorescence; inhibition, % at 10.4 µM; 360,000 compounds, 0.14% hits; AID 602329;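 active means mean normalized replicate activity at least 40 and at least half of replicates scoring 40 or more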;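 further: 0% = median of neutral control wells and 100% = median of positive control wells; inhibitors cause a drop in the FAM fluorescence signal; in these data hits start at about 50%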
Target sequence (Q92698 whole entry, looked up): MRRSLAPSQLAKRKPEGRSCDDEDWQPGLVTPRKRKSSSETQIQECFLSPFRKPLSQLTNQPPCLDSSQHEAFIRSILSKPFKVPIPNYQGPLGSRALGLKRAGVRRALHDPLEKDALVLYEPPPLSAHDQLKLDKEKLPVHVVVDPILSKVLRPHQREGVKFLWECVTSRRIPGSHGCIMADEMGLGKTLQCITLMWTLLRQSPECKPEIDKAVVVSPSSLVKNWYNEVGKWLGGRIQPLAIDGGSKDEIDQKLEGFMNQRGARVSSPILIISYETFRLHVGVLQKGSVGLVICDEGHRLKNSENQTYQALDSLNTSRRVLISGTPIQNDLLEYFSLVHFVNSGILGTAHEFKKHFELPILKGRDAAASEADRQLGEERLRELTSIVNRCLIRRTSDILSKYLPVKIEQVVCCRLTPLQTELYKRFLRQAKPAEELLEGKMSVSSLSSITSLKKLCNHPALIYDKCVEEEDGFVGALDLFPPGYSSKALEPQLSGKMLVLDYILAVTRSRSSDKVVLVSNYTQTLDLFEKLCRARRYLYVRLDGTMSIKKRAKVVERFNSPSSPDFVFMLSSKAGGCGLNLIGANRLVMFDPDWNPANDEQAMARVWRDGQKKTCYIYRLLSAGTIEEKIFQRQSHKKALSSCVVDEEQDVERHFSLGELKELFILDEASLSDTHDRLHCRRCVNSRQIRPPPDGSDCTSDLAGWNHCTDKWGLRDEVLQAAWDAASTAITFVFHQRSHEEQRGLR
CASP6 VEID inh: inhibitors of human caspase-6; purified caspase-6, Z-VEID-R110 cleavage fluorescence; inhibition, % at 12.5 µM; 350,000 compounds, 0.53% hits; AID 686996;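 active means mean inhibition across replicates at least about 35%, with every replicate also reaching that limit, limit read from the data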;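 further: 0% = median of neutral control wells and 100% = no fluorescence left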
Target sequence (P55212 24-179 limits assumed): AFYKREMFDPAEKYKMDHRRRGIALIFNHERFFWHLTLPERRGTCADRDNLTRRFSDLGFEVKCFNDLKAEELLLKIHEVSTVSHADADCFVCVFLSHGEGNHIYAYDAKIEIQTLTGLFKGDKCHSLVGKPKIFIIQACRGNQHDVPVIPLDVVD
Target sequence (P55212 194-293 limits assumed): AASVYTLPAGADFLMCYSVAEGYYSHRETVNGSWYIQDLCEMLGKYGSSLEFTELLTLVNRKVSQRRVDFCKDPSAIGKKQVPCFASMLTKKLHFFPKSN
RAD52 anneal inh: RAD52 (human) annealing inhibition | 360,000 compounds, 0.46% hits | P43351 | AID 651710 | inhibition, % at 18.7 µM | recombinant RAD52 DNA annealing, FRET fluorescence;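 active means every replicate showing at least 50% inhibition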
PglD inh: blocks C. jejuni PglD acetyltransferase activity; purified PglD enzyme, DTNB colorimetric CoA detection; inhibition, % at 12.5 µM; 360,000 compounds, 0.098% hits; AID 602405; in the data active means inhibition above about 16%, passing the limit was not always enough; further: strong numbers were not always called active
E-sel inducer: induces E-selectin expression in human endothelial cells; P16581; activation, % at 7.58 µM; HUVEC E-selectin immunofluorescence imaging; normalized: neutral wells 0, TNF-alpha wells 100; AID 686992; 260,000 compounds, 0.37% hits;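 active means mean E-selectin-positive cell signal at least 10% of the positive control, reached in at least 60% of replicates, without over 20% cell loss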;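 further: in these data hits start at about 27%; measured in HUVEC primary endothelial cells; signal is the percent of cells scored E-selectin positive by PE staining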
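Assay system: HUVEC primary endothelial cells. Input: 3,000 HUVEC seeded per well. Doses: one compound dose added by pin transfer. Read-out basis: % PE-positive cells. Benchmarks: TNF-alpha high, DMSO low. Detection: immunofluorescence imaging. Buffer or medium: EGM-2, gelatin.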
ERp5 inh: inhibitors of human ERp5; ERp5 insulin aggregation, absorbance 650 nm, 90 min; inhibition, % at 9.99 µM; 350,000 compounds, 0.05% hits; AID 651711; Q15084;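 active means mean replicate inhibition above about 25%, with every replicate also reaching it, limit read from the data, passing the limit was not always enough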
ARNT TACC3 PPI: ARNT/TACC3 interaction disruption. inhibition, % at 9.99 µM. AlphaScreen His-ARNT PAS-B/GST-TACC3 binding, luminescence; TACC3 fragment carries E629A point mutation. AID 623870. 390,000 compounds, 0.66% hits. Q9Y6A5;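 active means mean inhibition of replicates at least 50% and at least half of replicates each reaching 50%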;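 further: 0% = complete ARNT plus TACC3 wells and 100% = ARNT alone without TACC3; many hits fall short of the cut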
esBAF inh: inhibitors of esBAF chromatin remodeling in mouse ES cells; AID 602393; Bmi1-luciferase knock-in reporter, 24 h; 100% = twice the neutral-well signal; 350,000 compounds, 2% hits; reporter increase, % at 12.5 µM; in the data active means activation above about 40%;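 further: 0% = median of the plate's neutral control wells and 100% = double that signal; a rise in the Bmi1 reporter signal indicates esBAF inhibition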
* hit, by the source's call; x = not tested or not shown; & = joins results of further samples. Rows were taken by chance; about 3.2% have a hit in one of these screens.

cpd | canonical_smiles | RAD54 branch | CASP6 VEID inh | RAD52 anneal inh | PglD inh
1 | O=C(C[C@H]1CC[C@H]2[C@@H](COC[C@@H](O)CN2S(=O)(=O)c2ccccc2)O1)NCCN1CCCC1 | x | -2 | 4 | x
2 | O=C(O)CCC(=O)Nc1ccc(C(=O)OC2CCCCC2)cc1 | 4 | 1 | 12 | 1
3 | COc1ccc(NC(=O)N(C)C[C@@H]2OCc3ccccc3-c3c(n(C)c4ccccc34)C(=O)N([C@@H](C)CO)C[C@@H]2C)cc1 | 2 | -4 | 8 | 6
4 | CCCNC(=O)C[C@@H]1CC[C@@H]2[C@H](COc3ccc(NC(=O)c4cccs4)cc3C(=O)N2C)O1 | 3 | 1 | -5 | -2
5 | CCCCN(C)CCn1c(=S)[nH]c2cc(OCC)c(OCC)cc2c1=O | 6 | 2 | 7 | -3
6 | CCC(=O)NC(Cc1ccccc1)c1nc2ccccc2[nH]1 (centres undefined) | 8 | -2 | -11 | -10
7 | CCc1cc([N+](=O)[O-])cc(CC)c1N | -1 | x | x | -5
8 | COc1ccc(NC(=O)N(C)C[C@H]2Oc3c(NS(=O)(=O)c4ccc(OC)cc4)cccc3C(=O)N([C@H](C)CO)C[C@@H]2C)cc1 | -1 | -3&-1 | 9&-9 | -5
9 | CO[C@H]1CN(C)C(=O)c2cc(NS(=O)(=O)Cc3ccccc3)ccc2OC[C@H](C)NC[C@H]1C | 1 | x | -29 | 0
10 | O=C(Cc1cccnc1)N[C@@H]1CC[C@@H](CCNS(=O)(=O)c2ccccc2Cl)O[C@@H]1CO | -2 | -5 | -4 | 2
11 | O=C(C[C@H]1C[C@H]2c3cc(NC(=O)Nc4ccccc4)ccc3O[C@H]2[C@H](CO)O1)NCc1cccc(F)c1 | 4 | 1 | 2 | 1
12 | O=C(/C=C/c1ccccc1)N(Cc1cccs1)C1CCS(=O)(=O)C1 (centres undefined) | -2 | 5 | -13 | 2
13 | COC(=O)C1=C(C)Nc2sc(C(N)=O)c(N)c2C1c1ccncc1 (centres undefined) | 2 | x | -6 | -5
14 | CSc1ccc(CCNS(=O)(=O)c2csc(C(N)=O)c2)cc1 | 1 | 0 | 1 | -2
15 | Cc1ccc(N2CCN(S(=O)(=O)c3c(C)noc3C)CC2C)cc1 (centres undefined) | -9 | 2 | -4 | 7

cpd | E-sel inducer | ERp5 inh | ARNT TACC3 PPI | esBAF inh
1 | -0.1 | 14 | x | x
2 | x | -6 | -5 | -19
3 | -0.5 | -3 | 11 | 5
4 | -0.1 | 6 | -1 | -2
5 | 5.4 | 3 | 2 | -3
6 | x | 4 | -2 | 2
7 | x | x | -8 | -6
8 | -0.1&-0.2 | -6&2 | 2 | -1
9 | 0.1 | 3 | -4 | -1
10 | -0.5 | -1 | 10 | -4
11 | 0.3 | -2 | 1 | -9
12 | 0.1 | 1 | 1 | -7
13 | 0.0 | -1 | -3 | -1
14 | x | 6 | -7 | 13
15 | x | 2 | -1 | -3

More results
cpd | canonical_smiles | RAD54 branch | CASP6 VEID inh | RAD52 anneal inh | PglD inh
16 | CCCCn1nnnc1C(c1ccccc1)N1CCN(c2ccc(F)cc2)CC1 (centres undefined) | x | 1 | -6 | x
17 | Cc1cccc(C)c1NC(=O)CSc1nc(-c2ccco2)cc(C(F)(F)F)n1 | -12 | -2 | -2 | 11
18 | COc1cccc(S(=O)(=O)N2CCCCN3[C@H](CO)[C@H](c4ccc(-c5ccncc5)cc4)[C@H]3C2)c1 | -3 | x | -56 | 3
19 | Cc1cccc(/C=N\NC(=O)c2sccc2-n2cccc2)c1 | -3 | x | x | -6
20 | CCOc1c(C=C(C#N)C#N)c2ccccc2n1CC | x | 11 | -11 | x
21 | CCCCN=C(N)/C(C(=O)OCC)=C(\O)c1ccc(OC)cc1 | -14 | x | x | 4
22 | O=C(Cn1cc(COc2cccc([N+](=O)[O-])c2)nn1)c1ccc(O)cc1 | 8 | -3 | -10 | -1
23 | O=C(Nc1ccc(F)cc1)C(c1ccncc1)N1CCN(C(=O)c2ccco2)CC1 (centres undefined) | x | 0 | 5 | x
24 | CC(=O)Nc1cccc(NC(=O)CCNC(=O)c2ccccc2)c1 | -5 | 1 | -18 | -2
25 | C=CCOC(=O)Nc1c(C(=O)OC)[nH]c2ccccc12 | 1 | x | x | -2
26 | COc1cccc(S(=O)(=O)N2CCCCN3[C@H](C2)[C@H](c2ccc(C4=CCCCC4)cc2)[C@@H]3CO)c1 | 10 | x | x | 0
27 | Cc1cc(C)n2ncc(C(=O)NC3CCCCC3)c2n1 | -4 | -1 | 0 | 2
28 | Cc1noc(C)c1NC(=O)N(C)C[C@H]1Oc2ccc(NC(=O)NC(C)C)cc2C(=O)N([C@H](C)CO)C[C@@H]1C | -17 | -9&1 | 1&-13 | 0
29 | CCCNC(=O)C[C@@H]1CC[C@@H]2[C@H](COC[C@H](O)CN2C(=O)Nc2c(C)noc2C)O1 | 7 | 3 | 9 | 5
30 | Cc1ccc(CONC(=O)c2ccc(OC(F)F)cc2)cc1 | -1 | x | -13 | -3

cpd | E-sel inducer | ERp5 inh | ARNT TACC3 PPI | esBAF inh
16 | -0.9 | -2 | x | x
17 | x | 6 | -2 | -2
18 | -0.7 | -1 | 3 | x
19 | x | x | 11 | 39
20 | 0.8 | -13 | 11 | x
21 | x | x | 11 | 4
22 | 0.0 | -1 | -7 | 1
23 | -0.3 | -1 | x | x
24 | 0.0 | 0 | 3 | 0
25 | x | x | 14 | -7
26 | -1.0 | x | 19 | 8
27 | x | 0 | x | -10
28 | 0.7&-0.2 | -3&-1 | -2 | -7
29 | 0.0 | 1 | -13 | -10
30 | 0.0 | 0 | 2 | 34

Some of the entries so far, tab-delimited:
No.	smiles	RAD54 branch	CASP6 VEID inh	RAD52 anneal inh	PglD inh	E-sel inducer	ERp5 inh	ARNT TACC3 PPI	esBAF inh
18	COc1cccc(S(=O)(=O)N2CCCCN3[C@H](CO)[C@H](c4ccc(-c5ccncc5)cc4)[C@H]3C2)c1	-3	x	-56	3	-0.7	-1	3	x
11	O=C(C[C@H]1C[C@H]2c3cc(NC(=O)Nc4ccccc4)ccc3O[C@H]2[C@H](CO)O1)NCc1cccc(F)c1	4	1	2	1	0.3	-2	1	-9
14	CSc1ccc(CCNS(=O)(=O)c2csc(C(N)=O)c2)cc1	1	0	1	-2	x	6	-7	13

Three entries out of the list, ordered by molar mass, descending:
cpd | canonical_smiles | RAD54 branch | CASP6 VEID inh | RAD52 anneal inh | PglD inh
26 | COc1cccc(S(=O)(=O)N2CCCCN3[C@H](C2)[C@H](c2ccc(C4=CCCCC4)cc2)[C@@H]3CO)c1 | 10 | x | x | 0
18 | COc1cccc(S(=O)(=O)N2CCCCN3[C@H](CO)[C@H](c4ccc(-c5ccncc5)cc4)[C@H]3C2)c1 | -3 | x | -56 | 3
19 | Cc1cccc(/C=N\NC(=O)c2sccc2-n2cccc2)c1 | -3 | x | x | -6

cpd | E-sel inducer | ERp5 inh | ARNT TACC3 PPI | esBAF inh
26 | -1.0 | x | 19 | 8
18 | -0.7 | -1 | 3 | x
19 | x | x | 11 | 39

(further entries)
cpd | canonical_smiles | RAD54 branch | CASP6 VEID inh | RAD52 anneal inh | PglD inh
31 | Cc1nn(-c2ccccc2)c(C)c1C(=O)OCc1ccc(C#N)cc1 | 3 | -2 | -15 | -1
32 | CO[C@@H]1CN(C)C(=O)c2cc(NC(=O)Nc3cccc(F)c3)ccc2OC[C@H](C)N(C)C[C@H]1C | 9 | -6 | 19 | 0
33 | Cc1cc(=O)oc2c1c(C)nn2-c1ccc(Cl)cc1 | x | 3 | -25 | x
34 | O=C(Nc1ccc(Cl)cc1)C(c1ccccc1)N1CCOCC1 (centres undefined) | x | 3 | -31 | x
35 | COc1ccc(C(=O)Nc2ccccc2)cc1S(=O)(=O)NCc1ccco1 | -6 | 5 | -10 | 5
36 | COC(=O)C1=C(C)OC(N)=C(C#N)C1c1cccnc1 (centres undefined) | -30 | x | x | 5
37 | COc1cccc(C(=O)Nc2ccc3c(c2)C(=O)N(CC2CCCO2)C3=O)c1 (centres undefined) | -3 | 0 | 8 | 2
38 | Cc1ccc(N2CC(c3nc4ccccc4n3C)CC2=O)cc1C (centres undefined) | 14 | 0 | -7 | 1
39 | CN1CCN(Cc2c(O)ccc3c(=O)c(Oc4ccccc4Cl)c(C(F)(F)F)oc23)CC1 | -3 | 0 | -10 | 1
40 | O=C(CC(C(=O)O)c1ccc(Cl)cc1)c1ccccc1 (centres undefined) | 0 | 1 | -12 | 5
41 | CC1(C)CC(NC(=O)C(c2ccccc2)c2ccccc2)CC(C)(C)N1 | 1 | 2 | 4 | -2
42 | NC(=S)NN=Cc1nccc2ccccc12 | 3 | 2 | 10 | -1
43 | CC(C)N(Cc1ccccc1)C(=O)COC(=O)CCC(=O)c1ccc(F)cc1 | -3 | -1 | -28 | 2
44 | COc1ccc(C(=O)NCCN2CCCC2)cc1[N+](=O)[O-] | 5 | -17 | 3 | 5
45 | O=C(C[C@@H]1CC[C@H]2[C@@H](COC[C@H](O)CN2Cc2cc(F)ccc2F)O1)NCc1ccc(Cl)cc1 | 0 | x | x | 2

cpd | E-sel inducer | ERp5 inh | ARNT TACC3 PPI | esBAF inh
31 | -0.1 | 0 | -8 | 2
32 | 0.3 | -3 | -1 | 2
33 | x | 4 | -7 | x
34 | x | -2 | -11 | x
35 | x | 3 | -1 | -2
36 | x | x | -1 | -9
37 | -0.1 | 1 | 3 | x
38 | 0.0 | -6 | 0 | -8
39 | 0.1 | -1 | x | -3
40 | x | 0 | x | 0
41 | 0.2 | -10 | -3 | -1
42 | -0.6 | 1 | 77* | -48
43 | x | 1 | -11 | -10
44 | x | 1 | -11 | -5
45 | 0.0 | x | 0 | -4

Next part:
cpd | canonical_smiles | RAD54 branch | CASP6 VEID inh | RAD52 anneal inh | PglD inh
46 | C[C@@H]1CN([C@H](C)CO)C(=O)c2cc(NC(=O)Nc3ccc(F)cc3)ccc2O[C@H]1CN(C)Cc1ccc2c(c1)OCO2 | 23 | -2 | 13 | 8
47 | COCCOC(=O)C1=C(C)OC(N)=C(C#N)C1c1cc2cccc(C)c2nc1Cl (centres undefined) | x | 4 | -20 | x
48 | CCN(CC(=O)Nc1c(F)cccc1F)C(=O)CCSc1ccc(C)cc1 | 0 | -5 | 2 | 10
49 | O=C(Nc1ccc2c(c1)OCO2)N1CCN(c2ncc(C(F)(F)F)cc2Cl)CC1 | 1 | x | x | 2
50 | Cc1ccc(NC(=O)CN2C(=O)S/C(=C\c3ccc(C(=O)O)cc3)C2=O)cc1 | 2 | 43* | -2 | -2
51 | C/C(=N/NC(=O)Cc1cccs1)c1ccco1 | x | 3 | -20 | x
52 | CCN(CC)c1ccc(C(=O)OCC(=O)N2CCN(c3ccccc3)CC2)cc1 | -12 | x | x | 3
53 | Cc1c(NS(=O)(=O)c2ccccc2)cc(Cl)c(O)c1C | -2 | x | x | 3
54 | CC(C)(C)N(Cc1ccccc1)C(=O)COC(=O)c1ccc(Br)o1 | 2 | 5 | -13 | 5
55 | CCn1cc(C(=O)N2CCc3ccccc32)c(=O)c2cc(S(=O)(=O)N3CCCCCC3)ccc21 | 1 | x | x | -1
56 | CCOC(=O)c1cc(NC(=O)c2ccc(Cl)cc2)c(=O)oc1-c1ccccc1 | -9 | x | x | -1
57 | CC(=O)c1cccc(OCC(=O)N2CCN(c3ccc(C(F)(F)F)cn3)CC2)c1 | x | -3 | -19 | x

cpd | E-sel inducer | ERp5 inh | ARNT TACC3 PPI | esBAF inh
46 | -2.8 | -6 | 3 | -1
47 | x | -3 | 10 | 5
48 | x | -1 | 0 | 19
49 | x | x | -16 | 13
50 | 0.1 | 1 | 0 | 0
51 | -0.2 | 3 | -4 | x
52 | x | x | 6 | -3
53 | x | x | -5 | 3
54 | x | -7 | x | -5
55 | x | x | 1 | 5
56 | 0.4 | x | -6 | -9
57 | 0.0 | 3 | 0 | x

Results in sequence from the list:
Entries 47–53 in esBAF inh, in turn: 5, 19, 13, 0, x, -3, 3
